Source: PubChem
S1P3 agonist: agonists of human S1P3 receptor; activation, % at 4.5 µM; Q99500; S1P3 NFAT-BLA reporter cells, agonism, FRET ratio; relative to 1 µM S1P, basal subtracted; AID 373; 60,000 tested, 0.1% active;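 active means activation above the screen-wide mean plus 3 SD, cut at about 4.5% in these data, passing the limit was not always enough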; further: some compounds called inactive have numbers as strong as hits
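Assay system: stable CHO line with human S1P3, Gα16, NFAT-BLA reporter; Detection: FRET β-lactamase substrate fluorescence, excitation 405 nm, 460/535 nm emission ratio, background-subtracted; Read-out: percent activation versus median 1 µM S1P response, basal-subtracted, per plate; Incubation: cells plated overnight, compound 4 h 37 °C, substrate 2 h RT.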
D1 allo mod: allosterically modulates the human D1 dopamine receptor; P21728; HEK293 D1, CRE-luciferase, dopamine EC30 potentiation; actives deviate in either direction; B-score at 10 µM; 58,000 tested, 5.9% active;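 active means luminescence count or its row- and column-corrected plate score outside the 99.7% band of the plate's sample wells, on either side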
Target sequence (P21728 whole entry, looked up): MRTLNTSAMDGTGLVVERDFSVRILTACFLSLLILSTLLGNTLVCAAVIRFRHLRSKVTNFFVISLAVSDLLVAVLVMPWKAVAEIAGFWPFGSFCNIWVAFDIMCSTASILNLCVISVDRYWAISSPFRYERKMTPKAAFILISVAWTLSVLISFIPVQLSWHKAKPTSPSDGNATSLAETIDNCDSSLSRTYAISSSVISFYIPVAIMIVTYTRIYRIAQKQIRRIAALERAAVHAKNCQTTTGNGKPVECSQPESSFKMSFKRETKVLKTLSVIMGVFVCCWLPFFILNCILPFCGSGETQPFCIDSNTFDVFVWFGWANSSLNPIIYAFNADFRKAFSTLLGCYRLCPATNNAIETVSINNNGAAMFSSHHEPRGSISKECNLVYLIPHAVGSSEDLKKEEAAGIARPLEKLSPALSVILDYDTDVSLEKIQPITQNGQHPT
HTR1A agonist: agonists of human 5-HT1a serotonin receptor | CHO 5-HT1a Ga15 NFAT-bla reporter, FRET ratio; 0% basal, 100% maximal reference agonist | 65,000 tested, 0.56% active | activation, % at 10 µM;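 active means activation above the screen-wide mean activation plus 3 SD, cut at about 19% in these data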;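 further: 0% = DMSO wells and 100% = 5-CT at EC100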
Target sequence (P08908 whole entry, looked up): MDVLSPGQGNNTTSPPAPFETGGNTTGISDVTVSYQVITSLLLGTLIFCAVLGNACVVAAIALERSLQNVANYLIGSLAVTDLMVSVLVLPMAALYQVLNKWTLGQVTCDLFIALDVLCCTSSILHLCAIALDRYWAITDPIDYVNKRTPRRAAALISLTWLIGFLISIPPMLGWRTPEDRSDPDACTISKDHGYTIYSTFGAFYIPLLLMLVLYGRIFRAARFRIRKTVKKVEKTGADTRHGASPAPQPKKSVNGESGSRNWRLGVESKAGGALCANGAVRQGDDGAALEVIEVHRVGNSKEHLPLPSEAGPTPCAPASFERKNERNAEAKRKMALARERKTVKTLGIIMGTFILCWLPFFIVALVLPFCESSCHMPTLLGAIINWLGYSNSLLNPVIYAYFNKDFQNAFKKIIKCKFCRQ
HEK293 NFkB inh: inhibitors of the PMA/ionomycin-induced NF-kB reporter in HEK293 cells; 62,000 tested, 0.21% active; inhibition, % at 3 µM; AID 465; HEK-293 NF-kB luciferase reporter, luminescence;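 active means inhibition above the mean of all tested compounds plus 3 SD, cut at about 40% in these data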;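 further: 0% = stimulated DMSO wells and 100% = 10 µM reference inhibitor 5653914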
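Reagent: PMA plus ionomycin mix as NF-kB-activating stimulus. Assay system: NF-kB luciferase reporter HEK-293 cells. Technique: luminescence from luciferase substrate reagent. Incubation: 1 h compound pre-incubation, 16 h PMA/ionomycin at 37 °C. Benchmarks: DMSO only as uninhibited control, 10 µM reference inhibitor as full inhibition. Repeats: tested once.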
Jurkat viability: cytotoxic compounds reducing Jurkat cell viability; Jurkat E6.1 viability, ATP luminescence, 48 h; inhibition, % at 4 µM; 56,000 tested, 1.2% active;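 active means inhibition above the mean inhibition of all tested compounds plus 3 SD, cut at about 28% in these data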
5HT1E ag: activates the human 5-HT1E serotonin receptor | P28566 | CHO 5-HT1E Ga15 NFAT-bla reporter, FRET; 0% DMSO wells, 100% control agonist wells | activation, % at 6 µM | 65,000 tested, 0.69% active;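 active means activation above a set limit, the screen-wide mean activation plus 3 SD, cut at about 8.5% in these data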;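 further: 100% = positive control agonist at 1 µM giving full maximal response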
5-HT1A blocker: antagonists of human 5-HT1a serotonin receptor. P08908. 62,000 tested, 0.68% active. inhibition, % at 10 µM. CHO 5-HT1a Ga15 NFAT-bla reporter, antagonist mode;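 active means inhibition above the mean of all tested compounds plus 3 SD, cut at about 43% in these data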;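 further: receptor stimulated by 5-CT agonist at 100 nM near EC80; beta-lactamase reporter measured by ratiometric fluorescence of a cleavable substrate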
HTR1E antagonist: antagonists of human 5-HT1E serotonin receptor | P28566 | CHO 5-HT1E Ga15 NFAT-bla reporter, FRET, antagonist | inhibition, % at 6 µM | 65,000 tested, 0.99% active;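 active means inhibition above a set limit, the mean inhibition across every tested compound plus 3 SD, cut at about 29% in these data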;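 further: signal is the 460 over 535 nm emission ratio of beta-lactamase substrate; 0% = agonist plus DMSO wells and 100% = wells without agonist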
S1P1 ag-PAM: activates or potentiates agonism at human S1P1 receptor | S1P1 CRE-bla cells, forskolin, beta-lactamase FRET, potentiator mode; S1P1 agonist co-added at EC20, 2 nM; 100% = saturating reference agonist, 0% = basal | activation, % at 9.5 µM | 56,000 tested, 0.57% active | AID 449;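 active means activation above a cutoff set at the mean activation of all tested compounds plus 3 SD, cut at about 54% in these data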;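 further: forskolin at 4 µM as EC80 and the EC20 agonist is SEW2871; 100% = SEW2871 at its EC100 plus forskolin at EC80; some compounds past the cut are filed as inactive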
The depositor's hits bear a star; x = no result given.

SMILES	S1P3 agonist	D1 allo mod	HTR1A agonist	HEK293 NFkB inh	Jurkat viability	5HT1E ag	5-HT1A blocker	HTR1E antagonist	S1P1 ag-PAM
CCN1CCN(C(c2ccc(F)cc2)c2nnnn2Cc2cccs2)CC1 (stereo not drawn)	-0.5	-0.96	-2.7	-13	6	0.3	3	-3	-13
CC(=O)Oc1ccc2occ(C(=O)c3cccs3)c2c1	0.1	0.65	-3.0	-5	-12	-0.4	8	0	-41
CCOc1ccc2nc(NCCNC(=O)Nc3ccccc3)c(C#N)cc2c1	-0.4	0.22	6.6	2	7	3.5	-7	-1	31
CC(NC(=O)c1ccccc1Cl)C1COc2ccccc2O1 (stereo not drawn)	-1.1	0.54	-1.9	-3	-1	0.1	3	-5	x
O=C(OCc1c(Cl)cccc1Cl)c1cccnc1	0.8	x	-3.2	6	-2	0.9	-7	-8	-3
COc1cccc(NC(=O)CSc2nccn2-c2cccc(OC)c2)c1	-0.5	-0.67	-0.6	4	-4	-0.6	20	-1	12
Cc1cc(C)cc(NC(=O)C2CCCN(S(=O)(=O)c3cnc[nH]3)C2)c1 (stereo not drawn)	-0.6	-0.14	-4.3	15	8	0.1	-13	-1	-15
O=C(COC(=O)CCc1c[nH]c(=O)[nH]1)Nc1cccc(Cl)c1	-0.7	0.16	1.8	13	-2	-0.7	13	-4	-1
CN(C)CCCNc1oc(-c2cccc(Cl)c2)nc1C#N	-0.2	-1.6	-0.2	13	-2	0.5	4	3	-2
CC(C)C1CC(O)(C2(O)CCCCC2)ON1 (stereo not drawn)	0.1	-0.39	-1.3	3	7	0.2	4	-2	1
O=C(Nn1c(C2CC2)nc2ccccc2c1=O)c1ccco1	-0.2	-1.2	-3.2	21	-1	-0.1	-6	-5	3
O=C(CSc1nc2ccccc2c(=O)n1Cc1ccco1)NCc1ccco1	-0.2	-0.61	-0.9	26	0	-1.2	25	4	-8
CC(C)C(c1nnnn1Cc1ccccc1)N1CCc2ccccc2C1 (stereo not drawn)	-0.7	-0.0035	-0.4	2	-3	-0.9	-7	-2	-9
O=C(CSc1nccn1-c1cccc(Cl)c1)NC1CCCC1	0.5	0.22	0.0	-3	-8	-0.3	0	-9	8
CN1CCN(Cc2nc3c(c(=O)[nH]c(=O)n3C)n2Cc2c(F)cccc2Cl)CC1	-0.8	-0.51	1.2	18	4	0.5	-5	4	-3
O=C(COC(=O)c1cccnc1)Nc1ccc(F)cc1	-0.3	0.87	-0.3	19	5	-2.2	9	-6	-1
COC(=O)c1ccc(CSc2nc(-c3ccco3)cc(C(F)(F)F)n2)o1	0.1	1.3	2.5	4	-3	0.0	9	13	1
CCOC(=O)N1CCC(NC(=O)CCS(=O)(=O)c2ccc3c(c2)CCN3C(=O)CC)CC1	-1.1	0.39	-1.8	1	-5	-0.4	5	5	-1
COc1ccc(NC(=O)c2ccccc2NS(C)(=O)=O)cc1OC	-0.1	1.1	-0.9	-2	-3	-0.6	-8	-3	3
CCCN1C(=O)CC(c2ccco2)Sc2ccccc21 (stereo not drawn)	-0.9	x	-3.2	-8	-2	-2.2	13	-1	-9

Structural class: the entries above containing an aryl methoxy group
SMILES	S1P3 agonist	D1 allo mod	HTR1A agonist	HEK293 NFkB inh	Jurkat viability	5HT1E ag	5-HT1A blocker	HTR1E antagonist	S1P1 ag-PAM
COc1cccc(NC(=O)CSc2nccn2-c2cccc(OC)c2)c1	-0.5	-0.67	-0.6	4	-4	-0.6	20	-1	12
COc1ccc(NC(=O)c2ccccc2NS(C)(=O)=O)cc1OC	-0.1	1.1	-0.9	-2	-3	-0.6	-8	-3	3

Results in 5-HT1A blocker, S1P3 agonist and 5HT1E ag, for some of the entries so far:
SMILES | 5-HT1A blocker | S1P3 agonist | 5HT1E ag
CCN1CCN(C(c2ccc(F)cc2)c2nnnn2Cc2cccs2)CC1 (stereo not drawn) | 3 | -0.5 | 0.3
CC(=O)Oc1ccc2occ(C(=O)c3cccs3)c2c1 | 8 | 0.1 | -0.4
CCOc1ccc2nc(NCCNC(=O)Nc3ccccc3)c(C#N)cc2c1 | -7 | -0.4 | 3.5
CC(NC(=O)c1ccccc1Cl)C1COc2ccccc2O1 (stereo not drawn) | 3 | -1.1 | 0.1

Carrying on:
SMILES	S1P3 agonist	D1 allo mod	HTR1A agonist	HEK293 NFkB inh	Jurkat viability	5HT1E ag	5-HT1A blocker	HTR1E antagonist	S1P1 ag-PAM
CCCC(=O)Nc1ccc(Cl)c(NC(=O)c2ccco2)c1	-0.6	0.78	-5.0	2	4	-0.6	10	11	x
COc1ccc(C2C(C(=O)c3ccco3)=C(O)C(=O)N2CCc2ccccc2)cc1OC (stereo not drawn)	x	1.1	0.8	9	x	-0.1	10	-3	x
CCN(CC)CCN1C(=O)C(=O)/C(=C(/O)c2ccc(OC)c(OC)c2)C1c1ccccn1 (stereo not drawn)	-0.5	-0.32	-1.3	2	-5	0.3	10	12	x
CCNc1nc(SCc2ccccc2)nc(N2CCOCC2)n1	-0.2	23*	1.4	18	-2	0.5	8	36*	2
Cc1nnc(NC(=O)C2CCCO2)s1 (stereo not drawn)	-0.8	x	-3.9	5	8	-2.2	-9	-5	-20
COc1ccc(S(=O)(=O)N(CC(=O)Nc2ccc3c(c2)OCO3)c2ccccc2OC)cc1	-0.5	-2.7	1.2	24	-5	-0.6	7	-2	x
COc1ccccc1N1CC(C(=O)OCC(=O)c2ccc(F)cc2)CC1=O (stereo not drawn)	x	x	-0.6	6	x	0.8	-14	-7	x
O=C(NC1CC1)c1ccc2c(c1)ncn2C1CCCC1	-0.2	0.81	-2.6	10	-9	-0.5	-2	1	-21
CCOC(=O)CCC(=O)c1c(C)oc2ccc(OC)cc12	-0.5	0.18	-0.4	2	-4	1.1	0	-5	22
CCOC(=O)c1[nH]c(=O)[nH]c1CSc1ccccn1	0.6	-0.12	-1.8	-17	-9	0.1	-7	-2	-15
Cn1c(C(=O)N2CCN(c3cccc(C(F)(F)F)c3)CC2)cc2sccc21	0.9	0.11	5.5	3	-5	4.3	-17	7	-18
COc1cccc(NC2CC(=O)N(CCc3ccccc3)C2=O)c1 (stereo not drawn)	-1.7	2.6	-4.2	17	4	-0.5	2	0	-35
CCOc1ccc(C2CC(=O)NC3=C2C(=O)CCC3)cc1 (stereo not drawn)	-1.2	-0.48	-2.3	8	2	-1.5	2	6	-3
Cc1onc(-c2ccccc2Cl)c1C(=O)N1CCc2ccccc21	0.3	-2.8*	-1.2	9	6	-1.1	-4	-8	20
CCc1nnc(NC(=O)CSc2nnc(-c3ccccc3O)n2-c2ccc(C)cc2C)s1	-1.0	-1.1	1.4	16	80*	1.7	37	13	x
O=C(Nc1ccc(N2CCOCC2)cc1N1CCOCC1)c1ccco1	1.1	2.1	-0.1	-4	-1	0.3	0	-1	x
Nc1nc(Cn2nnc(-c3ccccc3F)n2)nc(N2CCOCC2)n1	-0.1	3.3	-2.9	9	-3	0.1	-9	-6	-12
Cc1ccnc(SCCn2c(N3CCN(C)CC3)nc3c2c(=O)[nH]c(=O)n3C)n1	-2.0	0.89	-0.5	10	0	0.1	12	3	-7
COc1cc(OC)cc(C(=O)NCCn2ccc3ccccc32)c1	-0.8	-0.0078	-2.2	14	1	-0.5	12	11	11
CCCNc1nc2c(c(=O)[nH]c(=O)n2C)n1Cc1cccc(Br)c1	x	0.96	-0.6	19	x	1.4	-11	2	x

Record cards, as listed above. Screens in order: S1P3 agonist | D1 allo mod | HTR1A agonist | HEK293 NFkB inh | Jurkat viability | 5HT1E ag | 5-HT1A blocker | HTR1E antagonist | S1P1 ag-PAM
CCN(CC)CCN1C(=O)C(=O)/C(=C(/O)c2ccc(OC)c(OC)c2)C1c1ccccn1 (stereo not drawn) across the screens: -0.5 | -0.32 | -1.3 | 2 | -5 | 0.3 | 10 | 12 | x
Cn1c(C(=O)N2CCN(c3cccc(C(F)(F)F)c3)CC2)cc2sccc21 across the screens: 0.9 | 0.11 | 5.5 | 3 | -5 | 4.3 | -17 | 7 | -18
COc1cc(OC)cc(C(=O)NCCn2ccc3ccccc32)c1 across the screens: -0.8 | -0.0078 | -2.2 | 14 | 1 | -0.5 | 12 | 11 | 11
O=C(NC1CC1)c1ccc2c(c1)ncn2C1CCCC1 across the screens: -0.2 | 0.81 | -2.6 | 10 | -9 | -0.5 | -2 | 1 | -21

Next structures.
SMILES	S1P3 agonist	D1 allo mod	HTR1A agonist	HEK293 NFkB inh	Jurkat viability	5HT1E ag	5-HT1A blocker	HTR1E antagonist	S1P1 ag-PAM
O=C(Nc1ccc(F)cc1F)c1ccc(COc2c(F)c(F)cc(F)c2F)o1	-0.9	0.33	0.8	22	5	-0.1	3	2	-3
CC(C)C(c1nnnn1Cc1ccccc1)N(Cc1ccco1)Cc1cccs1 (stereo not drawn)	-2.0	0.87	-1.7	22	2	-0.8	26	12	57
CCOC(=O)CCc1c(C)nc2cc(-c3ccc(F)cc3)[nH]n2c1=O	-0.4	-1	-0.3	2	2	-0.2	16	7	x
O=C(Cc1cccs1)N1CCN(C(=O)C2CCCO2)CC1 (stereo not drawn)	-1.1	-1.1	-1.0	2	5	0.6	2	4	-2
O=C(OCCCCN1C(=O)c2ccccc2C1=O)c1ccc(S(=O)(=O)N2CCCC2)cc1	x	-0.12	0.3	13	x	-0.8	-3	-8	x
COc1ccc(NC(=O)CCc2nc(-c3ccc(C)cc3)no2)c(OC)c1	-1.5	0.29	-1.8	9	-1	0.4	2	-2	-14
O=C(Nc1ccon1)c1sc2ccccc2c1Cl	-1.0	0.0078	-1.5	-10	-2	-1.9	10	-1	9
COCCn1c(=O)[nH]c2cc(C(=O)N3CCN(Cc4ccc5c(c4)OCO5)CC3)ccc2c1=O	x	-0.53	-1.8	-8	x	0.7	2	3	x
CCOc1cc2[nH]c(=S)n(Cc3ccc(C)o3)c(=O)c2cc1OCC	x	1.6	-0.9	8	x	-0.9	15	5	x
CC(C(=O)N1CCOCC1)N1C(=O)c2ccccc2C1=O (stereo not drawn)	-1.0	x	1.3	x	x	-0.6	x	-3	9
Cc1nc(N2CCOCC2)c2cc(-c3ccccc3)sc2n1	1.6	7.9*	-0.1	8	-3	-0.2	8	18	-14
Cc1csc2nc(=O)c3ccccc3n12	-0.9	0.12	-3.5	10	5	-0.7	8	7	-17
CCc1ccccc1NC(=O)C1CCCN(S(=O)(=O)c2c(C)noc2C)C1 (stereo not drawn)	-0.4	0.27	-1.9	9	-8	-0.8	2	10	10
CCn1cc(C(=O)OCC(=O)Nc2ccc(S(=O)(=O)N3CCCC3)cc2)c(=O)c2ccc(C)nc21	0.0	1.5	4.4	11	-2	0.3	-18	0	-23
O=C(c1ccccc1Cl)N1CCc2ccccc2C1	-0.5	1.9	0.2	17	-5	0.9	2	1	34
O=C(C1CCC(C(=O)N2CCc3ccccc32)CC1)N1CCc2ccccc21 (stereo not drawn)	-0.2	-0.26	-0.8	10	-2	0.5	-15	-2	x
